DENV2 CPE: inhibitors of DENV2 cytopathic effect; DENV2-infected cells, cytopathic effect rescue, plate reader; CPE inhibition, % at 9.99 µM; AID 651640; 350,000 compounds, 1.7% hits; in the data active means CPE inhibition above about 20%, passing the limit was not always enough; tested in BHK-21 cells;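 further: 0% = median of neutral control wells and 100% = median of positive control wells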
miR-122 sensor: miR-122 inhibition in Huh7 cells; AID 602342; Huh7 miR-122 Renilla luciferase sensor, 48 h; neutral wells = 0, positive control = 100; activation (reporter increase), % at 12.5 µM; 340,000 compounds, 0.3% hits;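 active means mean replicate activation score at least 90 and every replicate individually at or above 90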;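 further: higher luciferase means less miR-122 activity so hits act as miR-122 inhibitors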
F508del corr: correctors of CFTR F508del function in bronchial epithelial cells | CFBE cells, YFP halide quenching; stimulated with forskolin plus potentiator P3; % fluorescence drop versus neutral controls | activity (quench increase), % at 7.58 µM | 350,000 compounds, 0.36% hits | AID 720511;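 active means mean added fluorescence quench of at least 8% versus neutral control, with both replicates also reaching 8%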;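 further: cells transiently co-express mutant CFTR-F508del with the halide-sensitive YFP; corrector assay measuring rescue of mutant channel to the surface after 24 h compound exposure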
EWS-Fli inh: EWS/Fli transcriptional activity inhibition. A673 NR0B1-luciferase reporter, viability-normalised. 350,000 compounds, 0.67% hits. inhibition, % at 12.6 µM;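 active means mean inhibition of at least 50% after viability correction, with every replicate also passing that limit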;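 further: firefly luciferase signal divided by Alamar Blue viability fluorescence both relative to DMSO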
FN deposit inh: fibronectin deposition inhibition; AH1F fibroblasts, Alexa488-fibronectin deposition fluorescence, overnight; inhibition, % at 12.6 µM; 350,000 compounds, 0.086% hits; AID 743247;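 active means mean inhibition across replicates of 30% or more, regardless of how many single replicates reach that level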;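 further: positive control wells lacked labelled fibronectin entirely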
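material = AH1F fibroblast monolayer depositing Alexa488-labelled fibronectin into matrix | amount = 10000 AH1F cells/well | buffer or medium = DMEM plus 2% serum, read in PBS | incubation = 1 h cell adhesion before compound, then overnight fibronectin incubation | detection = fluorescence at 485 nm excitation, 525 nm emission | evaluation = percent inhibition as loss of matrix-bound fibronectin fluorescence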
PAX8 inh HTS: PAX8 transcriptional activity inhibition; RMG-I TPO-luciferase reporter, SteadyGlo, 24 h; inhibition, % at 12.6 µM; 360,000 compounds, 1.2% hits;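 active means mean replicate inhibition at least 60% with every replicate also reaching 60%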;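 further: luciferase light reporting Pax8 driven TPO promoter activity; plate controls were median of neutral control wells for no effect and mitoxantrone controls for full effect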
GSIS activator: primary screen for activators of insulin secretion dependent on glucose, INS-1E cells, GLuc reporter luminescence. INS-1E GLuc reporter insulin secretion, 2-3 h. 370,000 compounds, 0.61% hits. activation, % at 16.6 µM;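 active means lowest replicate activation of at least 40%, so every replicate reaches that level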;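 further: 0% = median of neutral control wells and 100% = median of IBMX positive control wells; some compounds called inactive have numbers as strong as hits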
Active calls of the source: *; nt = not tested or not shown; [ ] = remark or other dose.

smiles | DENV2 CPE | miR-122 sensor | F508del corr | EWS-Fli inh | FN deposit inh | PAX8 inh HTS | GSIS activator
CCCNC(=O)Nc1ccc2c(c1)C(=O)N(C)C[C@@H](OC)[C@@H](C)CN(CCC(F)(F)F)[C@H](C)CO2 | nt | -2[16.7 µM] | -2.7 | -3 | 1 | nt | -1
CNc1snc(C)c1C(=O)OCC(=O)c1ccc(OC)c(F)c1 | -6 | nt | 1.1 | 4 | -14 | 4 | nt
Cc1ccc(S(=O)(=O)N2CCN(C(=O)CC(C)C)CC2)cc1 | nt | 3 | -1.3 | -3 | 3 | -3 | 0
CCOC(=O)c1[nH]cnc1N=Nc1c(O)ccc2ccccc12 | nt | nt | nt | nt | -2 | 23 | 23
COc1ccccc1N(CCOc1ccccc1)S(=O)(=O)c1ccccc1 | 4 | 0 | -3.9 | -11 | -8 | 1 | -9
C[C@@H]1CN([C@@H](C)CO)C(=O)c2cc(NS(=O)(=O)c3cn(C)cn3)ccc2O[C@@H](C)CCCCO[C@@H]1CN(C)Cc1ccccc1 | -2 | 0[16.7 µM] | -1.9 | -10 | -7 | 2 | 5
C[C@H](CO)N1C[C@H](C)[C@H](CN(C)C(=O)c2cccnc2)Oc2ncc(-c3ccc(C#N)cc3)cc2C1=O | 1 | nt | 1.4 | 0 | -3 | 0 | 41
O=C(CCNS(=O)(=O)c1ccc(Br)s1)NCc1ccc2c(c1)OCO2 | 3 | nt | 0.6 | 3 | -1 | 4 | -3
Cc1ccc2c(c1)N(C(=O)CCC(=O)N1CCC(C(N)=O)CC1)CCO2 | 3 | -2 | 3.5 | -9 | 0 | 3 | 20
Cc1ccc(SCC(=O)c2c(C)nc3ccccn23)cc1 | -7 | nt | -2.0 | -22 | -22 | -44 | 1
COc1ccc2c(c1)-c1c(ssc1=S)C(C)(C)N2C(=O)CSC1=NCCS1 | nt | -13 | nt | nt | -11 | -31 | nt
COc1ccc(-c2cn(CCC(=O)NCc3ccc(C)cc3)c(-c3ccncc3)n2)cc1 | 8 | nt | -2.0 | -1 | -1 | 24 | -10
C[C@@H]1CN([C@@H](C)CO)C(=O)c2cc(-c3cccc(C#N)c3)cnc2O[C@@H]1CN(C)Cc1ccccc1 | -6 | -2[16.7 µM] | 0.9 | 4 | nt | 9 | 16
N#Cc1c(-c2ccccc2)cc(-c2ccccc2)nc1SCC(=O)NCC(=O)O | -9 | -3 | -2.5 | -1 | 3 | -24 | 5
CCc1nc2ccc(C(=O)Nc3ccc(NC(C)=O)cc3)cn2c1N(C)CCCc1ccccc1 | -8 | 0 | 4.9 | -4 | 2 | 14 | nt
CCN1CC(CN(C)Cc2nc(-c3ccco3)oc2C)CC1=O (stereo not drawn) | 0 | 3 | -1.2 | -7 | -2 | 6 | 11
C[C@@H]1CN([C@H](C)CO)C(=O)Cc2cc(NC(=O)CCC(F)(F)F)ccc2O[C@H]1CN(C)S(=O)(=O)c1ccccc1 | 9 | 7[16.7 µM] | 0.4 | -1 | nt | 3 | 14
Cc1ccccc1N1C(=O)C2C3CCC(O3)C2C1=O (stereo not drawn) | 1 | nt | 2.6 | -6 | 11 | 1 | -10
CCS(=O)(=O)N[C@H]1C=C[C@H](CC(=O)Nc2ccccc2)O[C@H]1CO | 14 | nt | 2.9 | -12 | nt | nt | 6
Cc1ccc(CC(=O)O/N=C(\N)Cc2ccc([N+](=O)[O-])cc2)cc1 | -2 | nt | -1.4 | 9 | 4 | 16 | -7
CCOC(=O)Cn1nc(C)n(-c2cccc(Cl)c2)c1=O | 8 | 23 | 0.9 | 2 | -12 | -13 | -7
Cc1csc(SCC(=O)NC(C)c2ccc(F)cc2)n1 (stereo not drawn) | 1 | nt | 1.7 | 3 | nt | 7 | 12
COc1ccc(Cl)cc1N(CC(=O)Nc1ccccc1C(=O)N1CCCC1)S(C)(=O)=O | -2 | 2 | 0.6 | -2 | -3 | 4 | 25
C[C@@H]1CN([C@@H](C)CO)C(=O)c2cc(C3=CCCC3)cnc2O[C@H]1CN(C)C(=O)Nc1ccccc1 | 4 | nt | 0.6 | 1 | nt | -9 | -6
O=C(CC1C(=O)NCCN1Cc1ccc(-c2ccccc2)cc1)NCC1CCOCC1 (stereo not drawn) | 1 | -6 | 3.0 | 11 | -2 | 2 | -31
O=C(Nc1ccccc1Cl)c1cc(=O)c2ccccc2o1 | 2 | 3 | 1.7 | -116 | -10 | -117 | 14
C[C@@H]1CN([C@@H](C)CO)C(=O)c2cc(-c3ccncc3)cnc2O[C@@H]1CN(C)C(=O)CN1CCOCC1 | 13 | -3[16.7 µM] | 0.4 | 2 | -8 | nt | -4
COc1ccccc1OCCCOc1c(Cl)cc(C)cc1Cl | 2 | 3 | nt | -1 | nt | -24 | -1
Cc1ccc(C)c(S(=O)(=O)N2CCCOC2CNC(=O)C(=O)NCCN2CCOCC2)c1 (stereo not drawn) | -4 | 4 | 1.7 | nt | -1 | nt | -6
O=C(Cn1c(=O)c2cccn2c2ccccc21)NCCCN1CCCCC1 | -5 | -5 | 0.0 | nt | -3 | -7 | -3
O=C(COc1ccccc1Cl)NNC(=O)c1ccc2nc[nH]c2c1 | 1 | -14 | -1.9 | 5 | 8 | -7 | -2
CCOc1ccc(N2C(=O)CC(N(CCc3ccc(OC)cc3)C(=O)c3cccc(F)c3)C2=O)cc1 (stereo not drawn) | -5 | nt | nt | 13 | -1 | 11 | nt
CCOCCCN(C)C1CCN(C(=O)c2oc3ccccc3c2NC(=O)COc2ccc(F)cc2)CC1 | -9 | 12 | 0.8 | 2 | 18 | -2 | -8
C[C@H]1CN([C@@H](C)CO)C(=O)c2cc(NC(=O)CCCCCC(=O)Nc3ccccc3N)ccc2O[C@H]1CN(C)C(=O)Nc1ccc(F)cc1 | 35* | nt | -1.8 | -6 | nt | -13 | -13
Cc1ccc(S(=O)(=O)NN/C(=N/S(=O)(=O)c2ccccc2)c2ccccc2)cc1 | 1 | 5 | -1.0 | 11 | nt | 28 | -1
Cc1nn(C2CCS(=O)(=O)C2)c(Cl)c1/C=C/C(=O)OCC(=O)c1c[nH]c2ccccc12 (stereo not drawn) | 7 | nt | -1.1 | 16 | -1 | 25 | 9
COc1ccc2c3c([nH]c2c1)[C@H](CO)N(Cc1nccs1)CC31CN(C(=O)C2CCC2)C1 | 9 | nt | 2.0 | 0 | nt | -11 | 4
COc1ccc(C)cc1NC(=O)c1ccc(OCc2c(C)noc2C)cc1 | -4 | 0 | -2.8 | 4 | -6 | 1 | 6
O=C1NC(Cc2ccccc2)C(=O)N1Cc1ccccc1 (stereo not drawn) | 4 | -7 | 3.8 | 5 | 0 | 15 | nt
O=C(C[C@@H]1C=C[C@H](NC(=O)Nc2ccccc2)[C@H](CO)O1)NCc1cccc(F)c1 | 4 | nt | 1.4 | 2 | nt | 3 | 5
C[C@@H]1CN([C@H](C)CO)C(=O)c2cc(NC(=O)Nc3ccc4c(c3)OCO4)ccc2O[C@@H]1CN(C)S(=O)(=O)c1cccs1 | 9 | 10[16.7 µM] | 2.3 | 4 | 5 | nt | -3
COc1ccc(NC(=O)CCS(=O)(=O)c2ccc3c(c2)CCCN3C(C)=O)cc1 | nt | 2 | nt | nt | -84 | 17 | nt
CCc1ccc(-n2c(=S)sc3c(=O)[nH]c(SCC(=O)NC4CCCCC4)nc32)cc1 | 5 | -4 | 0.5 | 8 | -3 | 9 | nt
CC1(C)Cc2c(sc(NC(=O)C(=O)N3CCCC3)c2C(N)=O)CO1 | 6 | nt | -0.9 | -6 | 5 | -12 | -4
CN(C)c1cc[n+](CC(=O)Nc2c(Cl)cc(Cl)cc2Cl)cc1 | 3 | -4 | 2.0 | 10 | -1 | 36 | 7
NC(N)=N/N=C(\N=Nc1ccccc1)c1ccc(Cl)cc1 | -7 | 1 | 2.3 | 2 | 10 | -33 | 213
CCOC(=O)CC(NC(=O)Cc1ccc(F)cc1)c1ccccc1Cl (stereo not drawn) | 3 | nt | nt | -1 | -2 | 6 | -8
COc1cc2c(cc1OC)CN(CC(=O)Nc1ccc(F)cc1)C(C(=O)O)C2 (stereo not drawn) | -2 | nt | -3.2 | 3 | -7 | 10 | 26
C=CCN1C(=O)c2ccc(C(=O)N(CCOC)c3c(N)n(CCCC)c(=O)[nH]c3=O)cc2C1=O | 3 | 0 | 0.8 | -1 | nt | -6 | 3
CCc1cc(-c2n[nH]c(C)c2-c2nc3ccccc3n2C)c(O)cc1O | 4 | -3 | -1.0 | -18 | 9 | 120* | 5

2 neighbouring records from above, for reference:
smiles | DENV2 CPE | miR-122 sensor | F508del corr | EWS-Fli inh | FN deposit inh | PAX8 inh HTS | GSIS activator
Cc1ccc(S(=O)(=O)NN/C(=N/S(=O)(=O)c2ccccc2)c2ccccc2)cc1 | 1 | 5 | -1.0 | 11 | nt | 28 | -1
Cc1nn(C2CCS(=O)(=O)C2)c(Cl)c1/C=C/C(=O)OCC(=O)c1c[nH]c2ccccc12 (stereo not drawn) | 7 | nt | -1.1 | 16 | -1 | 25 | 9

Going on with the list:
smiles | DENV2 CPE | miR-122 sensor | F508del corr | EWS-Fli inh | FN deposit inh | PAX8 inh HTS | GSIS activator
O=C(O)c1cccc(-c2ccc(/C=N/Nc3ccc([N+](=O)[O-])cc3)o2)c1 | 15 | -11 | -4.1 | -8 | 3 | 3 | -20
O=[N+]([O-])c1cc(CN2CCN(c3cccc(C(F)(F)F)c3)CC2)c2cccnc2c1O | 6 | nt | -2.9 | 43 | 0 | 53 | -15
Cn1nnnc1SCCNC(=O)C1CCC(=O)N(CCc2cccc(F)c2)C1 (stereo not drawn) | 8 | -4 | -2.7 | nt | 2 | -19 | 0
O=c1oc2ccccc2n1Cc1cccc(Cl)c1 | -5 | nt | -2.0 | 4 | 4 | -7 | nt
O=C(Nc1nnc(C2CC2)s1)c1cccs1 | 8 | -6 | 0.2 | -45 | nt | -139 | 5
O=C(CSc1nc2c(c(=O)n1-c1ccc(F)cc1)SCC2)NCc1ccco1 | nt | 6 | nt | nt | 4 | nt | -3
COc1ccc(OCCC(=O)OCC(=O)NCCc2ccccc2)cc1 | -2 | nt | 0.9 | -14 | 5 | 9 | 4
COc1ccccc1C(CNC(=O)C1COc2ccccc2O1)N1CCCC1 (stereo not drawn) | 3 | -6 | 1.8 | -4 | 2 | -1 | 15
C[C@@H]1CN([C@@H](C)CO)C(=O)c2cc(NC(=O)CCN3CCOCC3)ccc2O[C@@H]1CN(C)S(=O)(=O)c1cccs1 | 2 | -12[16.7 µM] | -0.6 | 1 | -2 | -11 | 11
O=C(c1cccnc1)N1CC2(C1)[C@@H](c1ccccc1)[C@@H](CO)N2C(=O)C1CCC1 | -2 | nt | -0.7 | -5 | nt | -23 | -5
CCOC(=O)Cc1csc(SCC(=O)N2CCN(c3ccccc3)CC2)n1 | 6 | 2 | 4.5 | -5 | 4 | nt | 2
N#Cc1cc(Sc2ccccn2)c(Sc2ccccn2)cc1C#N | nt | 1 | nt | nt | -10 | nt | 5
Cc1cccc(-c2nc3cc(NC(=O)C4CCCO4)ccc3o2)c1 (stereo not drawn) | nt | nt | nt | nt | -1 | -11 | -1
c1csc(-c2nc3nc4ccccc4nc3n2Cc2ccc3c(c2)OCO3)c1 | nt | 1 | nt | nt | -5 | -81 | nt
C[C@@H]1CCCCO[C@H](CN(C)Cc2ccccc2)[C@H](C)CN([C@H](C)CO)C(=O)c2cc(NS(=O)(=O)c3ccccc3)ccc2O1 | 5 | 4[16.7 µM] | -0.1 | -7 | nt | -8 | -13
Cc1ccc(OCC(=O)Nc2ccc(N3CCOCC3)cc2)c([N+](=O)[O-])n1 | -3 | -7 | 0.1 | 2 | 13 | -10 | -14
CN1CN=C(NS(=O)(=O)c2ccc([N+](=O)[O-])cc2)NC1 | 3 | -4 | -0.6 | nt | nt | 7 | 7
